Screening data (PubChem)
RGS4 inhibitor: inhibitors of human regulator of G protein signaling 4; P49798; Transcreener GDP fluorescence polarization, RGS4-accelerated GTP hydrolysis; Potency, µM (series often up to 114 µM), without a hit: top-dose activity change, negative = inhibition, hits mostly inhibitors; 390,000 compounds, 0.039% hits; also: potency is read from the fitted curve at half-maximal effect; % is scaled to controls: 0 for no effect and ±100 for the full control effect; nearly all actives have a fitted effect of over 75% in size; some results filed as inactive show a strong effect at the top dose
Target sequence (P49798 whole entry, looked up): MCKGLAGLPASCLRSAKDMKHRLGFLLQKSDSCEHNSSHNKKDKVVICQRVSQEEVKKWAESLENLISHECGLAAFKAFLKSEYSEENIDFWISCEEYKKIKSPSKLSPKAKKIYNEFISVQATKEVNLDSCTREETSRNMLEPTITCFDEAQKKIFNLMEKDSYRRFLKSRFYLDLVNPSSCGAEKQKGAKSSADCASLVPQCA
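MLSMR compounds (23 nl, pin-transferred) preincubated 10 min at room temperature with a 500nM (2x) first reagent, then RGS4 at 900nM (2x) plus Transcreener GDP mix added; fluorescence polarization (620/688 nm) read before and after 90 min at 30 °C.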
Pol beta inh: inhibitors of human DNA polymerase beta | Potency, µM (top dose mostly 114 µM), for inactives: at the highest dose activity change, negative = inhibition, most hits filed as inhibitors | P06746 | 340,000 compounds, 1.3% hits | Pol beta primer extension/strand displacement, fluorescence kinetic; also: potency is read from the fitted curve at half-maximal effect; % is scaled to controls: 0 for no effect and ±100 for the full control effect
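Kinetic readout of DNA synthesis with strand displacement by Pol beta. Compound and 10 nM enzyme sit 15 min at room temperature; 50 nM substrate starts the reaction, read immediately and at 10 min.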
Anesthetic bind: candidate novel general anesthetic via apoferritin binding; apoferritin/1-aminoanthracene competitive binding, fluorescence; Potency, µM (top dose mostly 77.5 µM), without a hit: at the top dose activity change, negative = displacement, most hits filed as inhibitors; 350,000 compounds, 0.074% hits; AID 485281; also: potency is read from the fitted curve at half-maximal effect; % is scaled to controls: 0 for no effect and ±100 for the full control effect; nearly all actives have a fitted effect of over 20% in size
Target sequence (P02791 2-175 limits assumed): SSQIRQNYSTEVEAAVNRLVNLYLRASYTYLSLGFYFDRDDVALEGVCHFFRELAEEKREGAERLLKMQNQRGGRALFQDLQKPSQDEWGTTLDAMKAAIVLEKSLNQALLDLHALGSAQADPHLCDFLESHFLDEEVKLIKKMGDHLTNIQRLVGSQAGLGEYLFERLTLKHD
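Horse-spleen apoferritin (10 uM) was mixed with 50% saturated 1-aminoanthracene in PBS, exposed to compounds for 10 min at room temperature, and read for fluorescence (ex 380 nm, em 535 nm). Competitive displacement was fitted with a four-parameter Hill equation.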
Pol eta inh: inhibitors of human DNA polymerase eta; Potency, µM (top dose mostly 114 µM), inactives show top-dose activity change, negative = inhibition, actives largely listed as inhibitors; recombinant Pol eta, fluorescent DNA replication assay; 390,000 compounds, 1.2% hits; AID 588591; Q9Y253; also: potency is read from the fitted curve at half-maximal effect; % is scaled to controls: 0 for no effect and ±100 for the full control effect
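Pol eta (10 nM) was preincubated with compounds for 15 min at room temperature, after which fluorescent replication substrate (50 nM final) was added to start the reaction. Fluorescence was read kinetically at 0 and 10 min.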
APEX1 inh: inhibitors of human APE1 endonuclease. recombinant APE1, TAMRA/BHQ-2 abasic DNA cleavage fluorescence. Potency, µM (series often up to 65.8 µM), without a hit: top-dose activity change, negative = inhibition, actives largely listed as inhibitors. 350,000 compounds, 0.35% hits. AID 2517;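 also: potency is read from the fitted curve at half-maximal effect; plate controls were vehicle for no effect and reference inhibitor for full effect; nearly all actives have a fitted effect of over 55% in size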
Target sequence (P27695 whole entry, looked up): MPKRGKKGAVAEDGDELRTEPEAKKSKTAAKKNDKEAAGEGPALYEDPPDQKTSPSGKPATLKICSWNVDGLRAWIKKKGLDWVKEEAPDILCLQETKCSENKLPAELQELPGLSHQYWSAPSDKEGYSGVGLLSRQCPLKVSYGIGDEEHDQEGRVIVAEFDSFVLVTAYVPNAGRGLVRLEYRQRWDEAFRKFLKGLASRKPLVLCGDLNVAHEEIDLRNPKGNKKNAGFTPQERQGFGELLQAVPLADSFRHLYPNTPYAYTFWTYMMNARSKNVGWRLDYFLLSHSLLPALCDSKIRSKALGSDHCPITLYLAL
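Step 1: APE1 (0.75 nM) with compound, 15 min RT. Step 2: add 50 nM fluorophore/quencher THF duplex. Step 3: three fluorescence reads 60 s apart (525/598 nm); read 3 minus read 1 = reaction progress.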
ALOX12 inh: ALOX12 (human) lipoxygenase inhibition; P18054; purified 12hLO, xylenol orange hydroperoxide absorbance; Potency, µM (doses to about 108 µM), without a hit: at the top dose activity change, negative = inhibition, hits mostly inhibitors; 580,000 compounds, 1.1% hits; AID 1671190; also: potency is read from the fitted curve at half-maximal effect; % is scaled to controls: 0 for no effect and ±100 for the full control effect
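Purified human 12hLO (150 nM final) in 25 mM Hepes, 0.01% Triton X-100, pH 7.0 was preincubated 15 min at room temperature with compound. Then 40 uM arachidonic acid was added, 30 min. Hydroperoxide was read by Fe-XO absorbance ratio 573/405 nm.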
Pol kappa inh: blocks human DNA polymerase kappa activity. Q9UBT6. purified Pol kappa, fluorescent DNA synthesis assay, 10 min. Potency, µM (top dose mostly 107 µM), for inactives: top-dose activity, negative = inhibition, most hits filed as inhibitors. 400,000 compounds, 0.53% hits. AID 588579; also: potency is read from the fitted curve at half-maximal effect; % is scaled to controls: 0 for no effect and ±100 for the full control effect
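Enzyme at 10 nM met test compounds for 15 min at room temperature. Substrate addition (50 nM final) began the reaction, which was monitored by fluorescence at 0 and 10 min.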
ERG-DNA inh: blocks human ERG Ets domain binding to DNA | P11308 | AID 624246 | 370,000 compounds, 0.028% hits | fluorescence polarization, His-ERG Ets domain / labelled DNA | Potency, µM (doses to about 76.9 µM), for the others: at the top dose FP activity, negative = inhibition, actives largely listed as inhibitors; active = well fitted inhibition curve with a large enough effect in the polarisation, with a control signal flat; inconclusive = small, poorly fitted or top-dose-only effect, or effect the other way, or a change in a side signal; inactive = no such curve, though single readings can be large or run the other way; the % refers to the polarisation;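 also: polarization taken with two DNA probes labelled with fluorescein and Texas red; potency is read from the fitted curve at half-maximal effect; % of control where 0% means no effect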
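His-tagged ERG Ets domain (1 uM in the protein solution; 300mM KCl, 50mM Tris-HCl, 1mM EDTA, 1mM DTT, pH 7.5) received compound, then a probe mix of 5 nM fluorescein-DNA and 100nM Texas-615-DNA. Fluorescence polarization was read for both dyes.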
LDHA block: LDHA (human) enzyme inhibition; P00338; purified LDHA, NADH/diaphorase-resazurin fluorescence; hits give low values; activity change, % (values are at about 110 or 230 µM); 480,000 compounds, 0.15% hits; in the data active = activity change below about -30%; inconclusive = mostly about -25% to -30%;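 also: plate controls were DMSO wells for no effect and wells without enzyme for full effect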
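Resorufin fluorescence (ex540/em590), read at 0 and 20 min after diaphorase/resazurin addition, reports the NADH left after a 5 min room-temperature reaction of 2 nM human LDH5 with 0.06 mM NADH and 0.2 mM pyruvate.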
The depositor's hits bear a star; ? = inconclusive; . = no result given; [ ] = another dose, or the depositor's remark. Unless noted, calls follow the shape of the dose curve; as a rule, active = well fitted curve in the direction sought with a large enough effect; inconclusive = small, poorly fitted or top-dose-only effect, or another doubt; inactive = no such curve, though single readings can be large; an effect the other way counts as inactive or inconclusive. The list is partial; rates above refer to the full screens.

Compound | Pol eta inh | ERG-DNA inh | Pol kappa inh | Anesthetic bind | ALOX12 inh | LDHA block | Pol beta inh | APEX1 inh | RGS4 inhibitor
Cc1cccc(C(=O)NCCc2nnc(SCC(=O)Nc3nc(C)cs3)n2C)c1 | -3% | -21% | -15% | -20% | -7% | 0 | -1% | 8% | 2%
CC1CN(C(=O)COC(=O)c2c(Cl)cccc2Cl)CC(C)O1 (centres undefined) | 0% | -5% | -16% | -1% | 7% | -5 | 35% | 18% | 1%
O=C(/C=C/c1cc2ccccc2o1)c1ccccc1O | -13% | -12% | -15% | -13% | 9% | -12 | -1% | 8% | 20%
CC(C)CCNC(=O)Cn1c2c(c(-c3ccccc3Cl)cc1=O)CCC2 | -11% | 1% | -7% | ? | -23% | 0 | 8% | -3% | -18%
O=C(NCC(c1cccs1)N1CCOCC1)c1ccc(Cl)nc1 (centres undefined) | -25% | -12% | -15% | . | ? | -14 | . | 22% | 25%
O=C(CCS(=O)(=O)c1ccc(Cl)cc1)OCC(=O)N1CCCCC1 | -8% | 0% | -12% | -10% | 10% | -1 | -18% | -3% | -5%
COc1ccc(-n2nc(C(=O)NCC(=O)N3CCCC3)c3ccccc3c2=O)cc1Cl | -3% | 5% | -4% | -1% | 3% | -4 | -13% | 34% | -3%
Cc1cc(/C=C(\C#N)C(=O)NCc2cccs2)c(C)n1-c1ccc([N+](=O)[O-])cc1 | -5% | -3% | -8% | 5% | 10% | -6 | 0% | 18% | 0%
COc1ccc(C2=NO[C@@H]3C(=O)N(c4cccc(C)c4C)C(=O)[C@H]23)cc1OC | -10% | 2% | 4% | 4% | -4% | 1 | -2% | -3% | -3%
O=C1CC(c2ccco2)CC2=C1C=Nc1ccccc1N2 (centres undefined) | 2% | -4% | -24% | 3% | ? | 5 | ? | 10% | -38%
CC(=O)c1cccc(NC(=S)NC(=O)CC(C)(C)C)c1 | 5% | 0% | 3% | ? | -23% | -6 | 32% | 1% | -13%
Cc1cc(N=Cc2c(O)n(-c3cccc(Cl)c3)c(=O)c3ccccc23)no1 | ? | 7% | -14% | 44%[activator] | -20% | -4 | -2% | -11% | -23%
COc1ccc(NC(=O)CSc2ccccc2)c([N+](=O)[O-])c1 | -18% | 2% | -12% | ? | -9% | -10 | ? | 11% | -1%
CC1CCCCC1NC(=O)COC(=O)c1c2c(nc3ccccc13)/C(=C/c1ccco1)CC2 (centres undefined) | 8.9µM* | 8% | 10µM* | 1% | ? | -1 | 11µM* | ? | ?
CC(C)Oc1ccc(CNC(=O)C(C)n2ccc3cc(S(=O)(=O)N4CCCCCC4)ccc32)cc1 (centres undefined) | -19% | 7% | -5% | 47%[activator] | -23% | -9 | 30% | . | 21%
CC(C)Oc1ccc(C(=O)OC(C)C(=O)NC2CCCCC2C)cc1 (centres undefined) | 3% | -13% | -11% | -15% | 4% | -4 | 0% | 3% | 19%
CC(=O)OC(C(=O)NC1CCCCC1)c1cccc(C)c1 (centres undefined) | -11% | -8% | -8% | -3% | -8% | -1 | 0% | ? | -11%[11.4 µM]
CN1C[C@@H]2[C@@H]3C(=O)N(Cc4ccccc4)C(=O)[C@@H]3[C@](Cc3ccccc3)(C1=O)N2C(=O)c1ccc(Br)cc1 | -24% | -2% | 3% | . | -7% | -2 | . | . | 5%
C=CCNC(=S)N/N=C(\C)c1cccc(NC(C)=O)c1 | -8% | -5% | 3% | -7% | ? | -3 | 25% | 0% | -28%[56.9 µM]
CC(=Nc1cccc(C)c1)c1sc2ccccc2c1O | -17% | . | -5%[60.1 µM] | -7% | 17% | 0 | -9% | -7% | -8%
COc1ccccc1NC(=S)NCC1CCC(CNC(=S)Nc2ccccc2OC)CC1 (centres undefined) | -21% | 4% | -22% | -4% | -8% | -7 | 11% | -8% | 12%
O=C(O)c1ccn(Cn2cnc3ccccc32)n1 | -10% | -3% | -24% | -4% | 0% | -4 | 41% | -2% | -30%
Cc1ccc2nc(SCC(=O)Nc3cc(C(C)(C)C)nn3-c3ccccc3)[nH]c2c1 | -12% | 1% | -5%[60.1 µM] | ? | -2% | -2 | 0% | 4% | 8%[11.4 µM]
COc1ccc(Cl)cc1N(C)C(=O)Cc1noc2ccc(C)cc12 | -18% | -8% | 3% | -6% | 0% | 3 | 9% | . | -20%
COC(=O)/C=C1\SC(N2CCOCC2)=C(c2ccc(OC)cc2)C1=O | -7% | 0% | 18% | -17% | -24% | -2 | 5% | -3% | -53%
COC(=O)c1cc(NC(=O)c2ccccc2)c(=O)oc1/C=C/Nc1ccc(Oc2ccccc2)cc1 | ? | ? | -6% | -11% | 1% | -8 | 19% | -8% | 6%
O=C(COc1ccc(F)cc1Cl)Nc1cccc(S(=O)(=O)N2CCCC2)c1 | -24% | -8% | -14% | . | -10% | -1 | . | 22% | 14%
COCCn1c(C)cc(C(=O)COC(=O)c2n[nH]c3ccccc23)c1C | -8% | -8% | -15% | -18% | -32% | 7 | 0% | 0% | 6%
Cc1cc(C(F)(F)F)nc(NCc2cccnc2)n1 | 5% | 4% | -16% | 4% | 0% | -9 | 22% | 2% | 21%
CCN(CC)c1nc2c(c(=O)[nH]c(=O)n2C)n1Cc1ccccc1Cl | -8% | 7% | 4% | -7% | ? | -18 | ? | 5% | -14%
CCOc1ccc(OCC)c(NC(=O)C2CCN(S(=O)(=O)c3ccc(Br)s3)CC2)c1 | -14% | 1% | 7% | -6% | -12% | -6 | 2% | . | -15%
COc1ccc(CC(=O)NCCS(=O)(=O)N2CCN(c3ccccc3)CC2)cc1OC | -13% | -12% | -2% | . | 13% | -1 | . | 23% | -31%
CCC(=O)Nc1sc2c(c1C(=O)OC)CCN(Cc1ccccc1)C2 | -7% | -5% | -2% | 1% | 0% | -1 | 13% | 1% | -36%
CCC(C(=O)OCC(=O)c1ccc(OC)cc1OC)c1ccccc1 (centres undefined) | 32µM* | -5% | -41% | . | ? | 3 | . | 5% | -26%
O=c1oc2ccccc2n1Cc1ccccc1 | -8% | 3% | 2% | -8% | -17% | -3 | -1% | 5% | 9%
O=C(NCc1cccc(Cl)c1)c1ccc2c(c1)SC1=NS(=O)(=O)CCN12 | -10% | 11% | -7% | -12% | 0% | -5 | -9% | ? | -30%
O=C(O)c1ccc2c(c1)N(Cc1ccccc1)C(=O)c1ccccc1S2 | -11% | -2% | -5% | -4% | -19% | -2 | 4% | -4% | -22%
CC(C)(C)n1ncc2c(=O)n(CC(=O)Nc3ccc(Cl)cc3)cnc21 | -18% | 4% | -13% | -23% | 11% | -6 | 4% | -2% | -7%
CCSc1nnc(NC(=O)Nc2cccc(C)c2)s1 | ? | 5% | 1% | 0% | -13% | -6 | 8% | ? | 2%
CCN(CC)c1cc2c(cc1F)c(=O)c(S(=O)(=O)c1cccc(C)c1)cn2C | 19% | 0% | 1% | -4% | -10% | -3 | 10% | . | -11%
CC(C)Cn1c(N)c(C(=O)NCCN2CCOCC2)c2nc3ccccc3nc21 | -22% | -1% | -3% | 125%[activator] | -1% | 1 | -9% | 10% | -13%
Cc1cc(C(=O)COc2ccccc2Cl)c(C)n1C1CC1 | -21% | -1% | -24% | . | -11% | -9 | . | -1% | -19%
Cc1ccc(C)c(NC(=O)c2nc(Cl)ccc2Cl)c1 | -23% | 2% | -3% | -12% | -1% | -5 | 1% | -1% | -5%
COc1ccc(Cl)cc1NC(=O)N1CCC2(CC1)Oc1ccccc1C(=O)N2Cc1ccc(F)cc1 | -17% | -5% | -13% | 2% | 2% | -10 | 9% | . | -9%
OCc1ccccc1NC(=S)Nc1cccnc1 | 1% | 4% | -1% | -11% | 1% | -3 | 2% | 4% | -6%
COc1ccc(C(=O)NCC2OCCc3ccccc32)cc1 (centres undefined) | -11% | -6% | -5% | -8% | ? | -3 | -2% | -4% | -35%
CCOc1ccc(-n2nc(CO)c(C(=O)NCc3ccc(Cl)cc3)n2)cc1 | 15% | 0% | -8% | -11% | 0% | -3 | -13% | . | 20%
CCc1ccc(C(=O)CC2(O)C(=O)N(CCc3ccccc3)c3ccc(Br)cc32)cc1 (centres undefined) | ? | -1% | -11% | -11% | ? | 1 | 0% | . | 3%
C[C@@]1([C@@H](NC(=O)c2cccs2)c2ccc(-c3ccccc3)cc2)C[C@H]1C1CCCCC1 | -1% | -8% | 8% | -14% | 4% | -5 | -2% | ? | -5%
COc1ccccc1NC(=O)CSc1nnnn1-c1ccc(C)cc1 | -6% | -12% | -8% | -16% | 0% | -5 | 0% | -5% | 12%

The list continues:
Compound | Pol eta inh | ERG-DNA inh | Pol kappa inh | Anesthetic bind | ALOX12 inh | LDHA block | Pol beta inh | APEX1 inh | RGS4 inhibitor
COc1ccc(Nc2nc3ccccc3nc2NS(=O)(=O)c2ccc(C)cc2)c(OC)c1 | 1% | 3% | -5% | 1% | -15% | 0 | 16% | . | 0%
O=C(CSc1ncnc2scc(-c3ccccc3)c12)Nc1ccc(C(=O)O)cc1 | -7% | -6% | 4% | 7% | -3% | -4 | 5% | -1% | -19%
O=C(NCc1ccc(Cl)cc1)c1ccc2c(Cl)c3c(nc2c1)CCCC3 | -20% | 0% | -5% | -5% | -17% | -9 | 7% | . | 3%
COc1ccc(-c2nc3n(n2)C(=O)CC(c2ccco2)S3)cc1 (centres undefined) | ? | 2% | ? | -3% | . | 10 | 22µM* | ? | 4%
O=C1C2C3C=CC(C3)C2C(=O)N1c1n[nH]c(-c2cccnc2)n1 (centres undefined) | 9% | -16% | 3% | -3% | 0% | 1 | 21% | 3% | 14%
